KOR beta-arrestin-1 – KOR agonists, beta-arrestin recruitment, primary screen, cell-based, luminescence, uHTS (AID 1777). KOR beta-arrestin recruitment, luminescence; higher % means a stronger effect. activation, % at 10 µM, or EC50 in µM where a hit was titrated. hit rate 0.02% among 280,000; in the data active = activation above about 50%, passing the limit was not always enough; note: a part of the inactive calls stands beside numbers as strong as those of hits
NOD1 inhibition – inhibition of NOD1-driven NF-kB reporter – cell-based, luminescence, uHTS, primary screen (AID 1578); NOD1-driven NF-kB luciferase reporter cells, luminescence; higher % means a stronger effect; hit rate 1% among 290,000; inhibition, % at 4 µM; hits with a dose series show EC50 in µM; in the data active = inhibition mostly above about 36%, no sharp cut-off; inactive = mostly below about 34%;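 note: HEK-293T reporter cells stimulated with the NOD1 agonist gamma-tri-DAP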
Myeloid diff MLP – compounds promoting myeloid differentiation; hit rate 1% among 360,000; calls only at 10 µM; AID 624256; ER-HoxA9 myeloid progenitors, lysozyme-GFP differentiation, flow cytometry;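 active = normalized GFP-positive differentiation at or above the plate's own cutoff, the solvent-only control mean plus 3 SD; inconclusive = no clear call, values can overlap the other calls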;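 note: cells exposed to compound for four days before flow analysis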
HIV peptide binding – cell-free HIV fusion peptide-binding blockers – biochemical, uHTS, fluorescence dequenching, primary screen (AID 1986); cell-free peptide binding, fluorescence dequenching, 30 min; higher % means a stronger effect; inhibition, % at 20 µM; hits with a dose series show IC50 in µM; hit rate 0.3% among 290,000; in the data active = inhibition mostly above about 52%, no sharp cut-off; inactive = mostly below about 76%; note: some results filed as inactive read as strong as hits
HEK293 NOD2/NF-kB – NOD2 signaling inhibitors, cell-based, luminescence, uHTS, HEK293 (AID 1566). HEK293 NOD2/NF-kB luciferase reporter, luminescence; higher % means a stronger effect. one-dose inhibition, % at 4 µM; EC50 in µM for titrated hits. hit rate 0.63% among 290,000; note: many of its hits are not listed in these tables
KOR beta-arrestin-2 – KOR antagonists, beta-arrestin recruitment, cell-based, luminescence, uHTS (AID 1778); KOR beta-arrestin recruitment, luminescence, antagonist mode; higher % means a stronger effect; hit rate 0.091% among 290,000; inhibition, % at 10 µM; hits with a dose series show IC50 in µM; note: strong numbers were not always called active
GPR55 activation – GPR55 agonists via beta-arrestin recruitment, primary screen, imaging, U2OS cells, beta-arrestin-GFP redistribution (AID 1961). U2OS GPR55 beta-arrestin-GFP redistribution imaging; higher % means a stronger effect. hit rate 0.048% among 290,000. activation, % at 10 µM, or EC50 in µM where a hit was titrated;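 active = activation above 40% with more than 50 cells counted in the well; inconclusive = wells holding fewer than 50 cells, flagged as toxic or sparse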;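 note: U2OS osteosarcoma cells stably expressing GPR55 and beta-arrestin-GFP; plate controls were DMSO negative control for no effect and LPI positive control for full effect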
GPR55 LPI antagonism – GPR55 antagonists blocking LPI-driven arrestin recruitment, primary screen, imaging, U2OS, beta-arrestin-GFP, LPI agonist (AID 2013); U2OS GPR55 beta-arrestin-GFP translocation imaging, LPI antagonism; higher % means a stronger effect; inhibition, % at 10 µM, or IC50 in µM where a hit was titrated; hit rate 0.13% among 290,000;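 active = spots per cell inhibited over 60%, with over 100 cells counted and total cytoplasm intensity under 500,000; inconclusive = wells with under 100 cells, flagged as likely toxic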;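 note: U2OS cells stably carrying GPR55 and arrestin-GFP stimulated by 5 µM LPI near EC80; imaged beta-arrestin-GFP aggregate spots per cell after agonist stimulation; plate controls were LPI-stimulated DMSO wells for no effect and DMSO wells without LPI for full effect; some results filed as inactive read as strong as hits; confirmed hits need IC50 under 10 µM and bright autofluorescent wells are also inconclusive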
GPR35 antagonists – inhibition of zaprinast-stimulated GPR35 beta-arrestin translocation – imaging, U2OS, beta-arrestin-GFP, zaprinast agonist, primary screen (AID 2058). U2OS GPR35 beta-arrestin-GFP translocation imaging, zaprinast antagonism; higher % means a stronger effect. inhibition, % at 10 µM; hits with a dose series show IC50 in µM. hit rate 0.052% among 290,000;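 active = inhibition of at least 50% with at least 30 cells and total cytoplasm GFP at most 10,000,000; inconclusive = under 30 cells or total GFP of 10,000,000 plus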
Myeloid diff MLP GFP+ MAC1+ % – second read-out of Myeloid diff MLP, no call of its own (marks repeat the call); GFP+ MAC1+ double positive, %; measured here: differentiation confirmed by MAC1 staining
Starred values were filed as active, the others as inactive; i = inactive; ? = inconclusive; . = not tested or not shown; [ ] = remark or other dose. Cut-off read from the data, not from the text of the source, unless noted: active = inhibition above about 50%; inactive = the rest.

SMILES	KOR beta-arrestin-1	NOD1 inhibition	Myeloid diff MLP	Myeloid diff MLP GFP+ MAC1+ %	HIV peptide binding	HEK293 NOD2/NF-kB	KOR beta-arrestin-2	GPR55 activation	GPR55 LPI antagonism	GPR35 antagonists
Cc1ccc(OCC(=O)Nc2ccc(S(=O)(=O)Nc3ccccn3)cc2)cc1	1.4%	-22%	i	0.7	1.1%	7%	-10%	0.3%	6%	-2%
CCCNC(=O)c1c(N)n(-c2ccc(S(N)(=O)=O)cc2)c2nc3ccccc3nc12	1.5%	-11%	.	.	-1.1%	13%	-21%	0.1%	-10%	-5%
Cc1ccc(SC/C(O)=C(\C#N)c2nc3ccccc3s2)cc1	0.4%	91%	.	.	37%	48%	11%	-0.1%	-11%	-10%
COc1ccccc1-c1cc(-c2ccccc2)nc(=O)[nH]1	-0.8%	-2%	i	0.6	0.5%	18%	19%	-0.1%	8%	-3%
Cc1cc(/C=N/Nc2ccc([N+](=O)[O-])cn2)c(C)n1-c1ccc(C(=O)O)cc1	-9.7%	-24%	i	0.5	67%	-1%	6%	1.6%	3%	0%
O=[N+]([O-])c1cccc(-c2nc(-c3cccs3)c(-c3cccs3)[nH]2)c1	-4.2%	26%	i	0.0	-0.8%	27%	4%	-0.1%	10%	-7%
NC1=NC[C@H](c2ccccc2)N1CCc1cccc(F)c1	-1.7%	0%	i	1.7	-0.8%	4%	40%	-0.1%	0%	-3%
CCOC(=O)c1cc(-c2ccc(F)cc2)nc2c1c(=O)[nH]c(=O)n2Cc1ccccc1	1.5%	-49%	i	2.5	0.3%	-107%	-46%	-0.2%	6%	1%
CC1C(=O)Nc2ccc(S(=O)(=O)N3CCN(c4cccc(Cl)c4)CC3)cc2NC1=O (centres undefined)	-2.0%	-9%	i	4.4	-1.2%	5%	-31%[20 µM]	0.7%	5%	-1%
COC(=O)/C=C1\NC(=O)C(C)S1 (centres undefined)	-5.0%	9%	i	0.4	-2.3%	10%	27%	0.0%	-8%	6%
O=C1CCCC(NCCCCCCNC2=C([N+](=O)[O-])C(=O)CCC2)=C1[N+](=O)[O-]	-0.1%	10%	i	0.8	1.5%	24%	-3%	-0.2%	31%	-4%
Cc1noc(C)c1C(=O)NCCC1=CCCCC1	1.3%	-11%	i	7.0	-1.0%	-15%	-38%	-0.1%	-14%	2%
CC[C@@H](C)[C@@H](C(=O)N1CCN(C(=O)OC(C)(C)C)CC1)n1cc(CCCCNC(=O)OC(C)(C)C)nn1	-5.6%	-14%	i	0.5	0.5%	10%	-20%	-0.1%	5%	-5%
COc1ccc(S(=O)(=O)Nc2cc(OC)c(NC(=O)c3ccco3)cc2OC)cc1	2.1%	-14%	i	2.4	0.5%	20%	5%	-0.1%	3%	1%
CCOc1ccc(NC2=C(Cl)C(=O)N(C3CCCCC3)C2=O)cc1	8.9%	-3%	i	1.2	0.4%	15%	-8%	-0.3%	19%	-10%
COc1cc(NC(=O)Nc2ccccc2OC)c(OC)cc1NC(=O)CN1CCCCC1	0.0%	-2%	i	0.5	-3.7%	-14%	28%	0.2%	14%	3%
CCCCCCCCCSc1n[nH]c(N)n1	-1.4%	18%	i	0.3	1.8%	17%	18%	-0.1%	2%	-3%
Cc1ccc(-c2csc3nnc(SCC(=O)N4CCN(Cc5ccccc5)CC4)n23)cc1	-0.8%	1%	i	5.6	2.5%	17%	-2%	-0.3%	-18%	?
Cc1ccc2nc(N3CCN(C)CC3)c(C=O)c(=O)n2c1	-9.5%	-4%	i	0.9	20%	5%	-3%	0.4%	4%	0%
Cc1ccc(SCC(=O)NC2CCCCCC2)cc1	-3.1%	-51%	i	0.3	-1.6%	-31%	2%	-0.2%	8%	-20%
C=C1CCN(C(C)C(=O)O)S(=O)(=O)c2ccccc21 (centres undefined)	2.3%	2%	i	1.3	-0.4%	13%	-12%	0.0%	0%	-5%
Cc1cc(NC(=O)Cn2nc(C(F)(F)F)c3c2CCCC3)no1	-3.4%	-16%	i	0.6	-1.6%	10%	20%	0.2%	-7%	-2%
O=C(Nc1ccc(N2CCOCC2)cc1)c1cccc(S(=O)(=O)N2CCCCCC2)c1	1.5%	-8%	i	0.7	-1.7%	27%	-45%	1.3%	0%	-11%
CCC(Sc1ccccn1)C(=O)Nc1cccc([N+](=O)[O-])c1 (centres undefined)	-0.1%	-33%	i	0.3	-0.4%	0%	-18%	0.7%	16%	-2%
O=C(CN1CCC(n2nnc3cc(C(F)(F)F)ccc32)CC1)NCc1cccs1	-2.6%	-7%	i	0.2	-0.5%	14%	-4%	0.0%	7%	-11%
CCc1nc(N2CCN(C(=S)NCCCOC)CC2)c2c3c(sc2n1)CCCC3	-2.1%	-9%	i	0.7	-0.8%	-20%	-61%[20 µM]	0.6%	-9%	-13%
C/C(=N\NC(=S)NCCc1ccccc1)c1ccc(Cl)cc1	20%	2%	i	0.3	-0.8%	-1%	5%	-0.4%	12%	10%
CCCSC1=N/C(=C\c2ccc3c(c2)OCO3)C(=O)S1	-1.0%	3%	i	0.2	7.9%	2%	2%	-0.1%	-4%	-1%
CN1CCN(C(=O)c2cnn3c(C(F)F)cc(C4CC4)nc23)CC1	-0.8%	.	i	0.8	0.2%	12%	0%	-0.2%	11%	12%
Cc1ccc(Nc2ccccc2)cc1	3.0%	-1%	i	0.7	-1.5%	21%	33%	-0.1%	2%	9%

Another view of some results above:
The line under a structure holds: KOR beta-arrestin-1 | NOD1 inhibition | Myeloid diff MLP | Myeloid diff MLP GFP+ MAC1+ % | HIV peptide binding | HEK293 NOD2/NF-kB | KOR beta-arrestin-2 | GPR55 activation | GPR55 LPI antagonism | GPR35 antagonists
Cc1ccc(-c2csc3nnc(SCC(=O)N4CCN(Cc5ccccc5)CC4)n23)cc1
  -0.8% | 1% | i | 5.6 | 2.5% | 17% | -2% | -0.3% | -18% | ?
Cc1cc(NC(=O)Cn2nc(C(F)(F)F)c3c2CCCC3)no1
  -3.4% | -16% | i | 0.6 | -1.6% | 10% | 20% | 0.2% | -7% | -2%

Further structures
SMILES	KOR beta-arrestin-1	NOD1 inhibition	Myeloid diff MLP	Myeloid diff MLP GFP+ MAC1+ %	HIV peptide binding	HEK293 NOD2/NF-kB	KOR beta-arrestin-2	GPR55 activation	GPR55 LPI antagonism	GPR35 antagonists
CCOC(=O)N1CCN(C(=O)c2cc(Cl)c(Cl)cc2C(=O)O)CC1	-1.3%	-14%	i	15	3.4%	-14%	-15%	-0.1%	22%	13%
CCn1c(COc2ccccc2)nnc1SCC(=O)Nc1ccc(N2CCOCC2)cc1	-1.1%	-43%	i	2.6	0.1%	6%	-10%	0.5%	-9%	-16%
Cc1cccc(Cn2cnc3c(sc4nc(C)cc(C)c43)c2=O)c1	6.4%	14%	.	.	0.9%	-62%	-47%	0.3%	1%	-3%
COc1ccc(NC(=O)CNC(=O)c2cccs2)cc1Cl	-3.9%	-29%	i	0.2	-0.4%	-3%	12%[20 µM]	-0.1%	-4%	-23%
CN=C(NC1CCCCC1)c1ccc(Cl)cc1	-2.3%	55%	i	0.7	-3.1%	8%	-21%	0.1%	1%	8%
O=C1NC2=C(C(=O)c3ccccc32)C(c2ccccc2)N1 (centres undefined)	1.3%	4%	i	2.1	-3.2%	16%	-16%	-0.2%	2%	12%
Cn1c(SCC(=O)c2cc3ccccc3o2)nnc1-c1ccccc1	-0.8%	-18%	i	4.2	-2.0%	-5%	29%	-0.2%	0%	5%
Cc1ccc(-c2[nH]c(-c3ccccc3)nc2SCC(=O)NCC2CCCO2)cc1 (centres undefined)	0.0%	39%	i	2.8	-2.7%	16%	0%	0.9%	16%	11%
N#Cc1ncc(-c2ccc3c(c2)OCCOCCOCCOCCO3)nc1C#N	9.5%	-8%	i	0.0	3.3%	-2%	10%	-0.4%	13%	-2%
O=C(CSc1nccc(-c2cccs2)n1)Nc1cccc(Cl)c1	0.6%	18%	i	0.9	-0.6%	9%	.	-0.6%	-16%	11%
O=C(NC(NC(=S)Nc1ccccc1O)C(Cl)(Cl)Cl)c1ccco1 (centres undefined)	-2.9%	-35%	i	0.2	6.8%	0%	10%	0.6%	-6%	-3%
CC(C)N(Cc1nccn1C)C(=O)CC1C(=O)NCCN1Cc1ccc(F)c(F)c1 (centres undefined)	3.2%	-24%	i	0.9	3.8%	5%	18%	-0.1%	16%	7%
Cc1ccc(CNC(=O)CSc2ncccn2)cc1	1.8%	-21%	i	1.0	3.6%	-12%	-4%	-0.2%	16%	-9%
CC1(C)N([O-])C2=C(c3ccccc3C2=O)[N+](=O)C1(C)C	0.1%	1%	i	2.8	1.1%	6%	-33%	0.6%	2%	6%
CC(C)CNC(=S)N(CCCO)Cc1cc2cc3c(cc2[nH]c1=O)OCCO3	2.1%	14%	i	0.3	-1.4%	0%	-20%[20 µM]	0.2%	8%	3%
O=C(O)c1cc(N/N=C/c2ccc(OCc3ccccc3)cc2)ccc1Cl	-4.4%	-26%	i	0.3	41%	-137%	18%	-0.3%	14%	17%
COCC(=O)/C=C1\Sc2ccccc2N1C	-2.3%	-26%	i	0.7	-2.3%	-5%	12%	0.0%	9%	9%
Nc1ccccc1SCC(=O)Nc1nc(-c2ccccc2)cs1	2.6%	-24%	i	0.0	0.2%	-80%	5%[20 µM]	0.2%	0%	10%
COc1ccccc1C(=O)N1CCCN(C(=O)c2ccccc2OC)CC1	0.4%	.	i	0.2	-0.8%	17%	0%	-0.2%	14%	-2%
CCOC(=O)COc1ccc(S(=O)(=O)c2ccc(OCC(=O)OCC)cc2)cc1	-7.9%	-21%	i	1.3	1.3%	11%	17%	0.6%	24%	-1%
CCOC(=O)CON1C(=O)c2ccccc2C1=O	1.8%	-9%	i	0.8	-1.3%	-6%	-22%	0.0%	0%	-6%
Cc1cc(C)c2c(N)c(C(=O)N/N=C/c3ccccc3)sc2n1	39%	-11%	i	0.4	-0.6%	-121%	-13%	-0.2%	5%	-2%
N=c1nc(SCCC(=O)O)ss1	-3.0%	-13%	i	0.9	2.5%	27%	8%	0.0%	14%	-2%
CCOC(=O)c1cnc2c(OC)cccc2c1NCc1cccnc1	-9.5%	-11%	i	0.4	-0.7%	12%	8%[20 µM]	-0.1%	8%	-6%
CSc1ccc(S(=O)(=O)N2CCC(C(=O)Nc3cccnc3)CC2)cc1	2.5%	-7%	i	0.2	0.7%	-10%	-20%	1.1%	-7%	-19%
O=C(NCCc1c[nH]c2ccccc12)C1CCC(=O)N(CCc2cccc(F)c2)C1 (centres undefined)	-1.6%	-21%	i	0.7	-0.2%	11%	4%	-0.1%	9%	-7%

Screening data (PubChem BioAssay)

Only part of the results is shown; the hit share may differ from the screen's.
